# Screening results: PubChem BioAssay, Sanford-Burnham Center for Chemical Genomics
# EBI2 block – antagonists of human EBI2 receptor; P32249; EBI2 beta-arrestin recruitment, luminescence, 7a,25-OHC stimulated; inhibition, % at 5 µM; 0.81% of 360,000 active; in the data active = inhibition above about 38%;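 also: enzyme fragment complementation signal reports receptor beta-arrestin coupling in cells; 0% = agonist plus DMSO wells and 100% = wells without agonist; some results beyond the cut were filed as inactive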
# Gli-Sufu block – antagonists of Gli-Sufu signaling | Sufu-KO-LIGHT fibroblasts, Gli luciferase reporter luminescence | inhibition, % at 5 µM | 0.74% of 340,000 active | AID 588413;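 active = inhibition above about 55%, limit read from the data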;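 also: 0% = DMSO-treated cells and 100% = wells with medium but no cells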
# CCR6 antagonist – blocks CCL20-driven beta-arrestin recruitment at human CCR6; 0.49% of 340,000 active; inhibition, % at 20 µM; P51684; CHO-K1 CCR6 PathHunter beta-arrestin, luminescence, CCL20-stimulated;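 active = compounds whose inhibition of the agonist-driven luminescence signal at 20 µM reaches about 50%, limit read from the data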;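 also: cells stimulated with CCL20 at 14 nM final; plate controls were DMSO with CCL20 for no effect and DMSO without agonist for full effect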
# Target sequence (P51684 whole entry, looked up): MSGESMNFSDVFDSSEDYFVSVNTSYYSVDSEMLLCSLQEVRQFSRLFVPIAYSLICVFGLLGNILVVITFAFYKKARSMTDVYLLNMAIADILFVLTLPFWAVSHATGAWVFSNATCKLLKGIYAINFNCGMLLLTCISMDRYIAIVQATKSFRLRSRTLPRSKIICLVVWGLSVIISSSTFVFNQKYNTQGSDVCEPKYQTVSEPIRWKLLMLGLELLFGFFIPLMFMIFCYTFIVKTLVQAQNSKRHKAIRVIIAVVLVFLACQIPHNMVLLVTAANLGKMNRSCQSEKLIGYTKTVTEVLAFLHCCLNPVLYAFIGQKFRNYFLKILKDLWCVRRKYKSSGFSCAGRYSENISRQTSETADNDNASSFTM
# Jurkat NFkB inh – lowers PMA/ionomycin-induced NF-kB signal in Jurkat cells; 0.53% of 330,000 active; inhibition, % at 4 µM; PMA/ionomycin-induced NF-kB luciferase reporter, luminescence; AID 435003
# 697 NFkB inh – inhibitors of the PMA/ionomycin-induced NF-kB reporter in 697 B cells; 0.33% of 330,000 active; inhibition, % at 4 µM; 697 B-cell NF-kB luciferase reporter, 16 h; in the data active = inhibition above about 35%
# UBC13 polyUb – blocks human UBC13 polyubiquitin chain formation | P61088 | TR-FRET | inhibition, % at 20 µM | 0.47% of 330,000 active | AID 485273; in the data active = inhibition above about 45%, passing the limit was not always enough
# Target sequence (P61088 whole entry, looked up): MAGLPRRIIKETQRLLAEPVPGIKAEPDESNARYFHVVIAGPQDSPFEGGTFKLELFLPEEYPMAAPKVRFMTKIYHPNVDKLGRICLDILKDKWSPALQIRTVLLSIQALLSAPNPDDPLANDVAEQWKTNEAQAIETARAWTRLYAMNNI
# SENP8 block – inhibitors of human SENP8 protease; Q96LD8; purified SENP8, Z-RLRGG-aminoluciferin cleavage, luminescence; inhibition, % at 10 µM; 1.2% of 330,000 active
# Target sequence (Q96LD8 whole entry, looked up): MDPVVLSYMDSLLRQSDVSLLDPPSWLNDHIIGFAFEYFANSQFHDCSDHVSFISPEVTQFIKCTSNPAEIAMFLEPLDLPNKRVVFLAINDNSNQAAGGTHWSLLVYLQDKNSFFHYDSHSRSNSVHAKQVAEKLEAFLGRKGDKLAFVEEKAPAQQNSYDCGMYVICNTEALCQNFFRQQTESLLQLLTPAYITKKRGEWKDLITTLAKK
# Apaf-1 inh – blocks human Apaf-1 apoptosome activity; AID 489030; inhibition, % at 20 µM; 0.71% of 330,000 active; O14727; reconstituted apoptosome caspase-3 activity, DEVD-Rh110 fluorescence; active = inhibition of at least 40% at 20 µM;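 also: plate controls were DMSO wells for no effect and DEVD-CHO caspase inhibitor wells for full effect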
#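 System – cell-free apoptosome with Apaf-1, procaspase-3 and caspase-9 · Buffer or medium – pH 7.5 Hepes buffer with CHAPS, BSA, DTT · Also added – cytochrome c with DEVD-Rh110 · Times – 30 min compound preincubation, 50 min activation, room temperature · Technique – Rh110 fluorescence intensity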
# * hit, by the source's call; . = not tested or not shown. Rule as the data show it, unless noted: active = inhibition above about 50%; inactive = the rest. These rows are one share of the data (hit frequency here may not be typical).
SMILES,EBI2 block,Gli-Sufu block,CCR6 antagonist,Jurkat NFkB inh,697 NFkB inh,UBC13 polyUb,SENP8 block,Apaf-1 inh
Cc1sc(NC(=O)c2ccccc2)c(C(=O)N2CCN(C)CC2)c1C,-4,-1,-1,3,12,8,3,-15
COc1ccc(N2CCN(Cc3nc(-c4ccccc4)no3)CC2)cc1,4,1,-2,-5,1,1,2,9
COc1cc(/C(C)=N/NC(=O)c2nnn(-c3nonc3N)c2-c2cccs2)ccc1O,-3,-1,-1,6,-25,-1,13,8
CCOc1ccccc1C1C(C(N)=O)=C(C)Nc2nc(CCCO)nn21 (centres undefined),1,-7,0,2,-3,-6,-4,-10
COC(=O)c1[nH]c2ccccc2c1NC(=O)CCN1CCN(C2CCCCC2)CC1,.,.,.,0,7,4,-3,-2
Cc1cc(-c2nc3ccccc3o2)c2ccccc2n1,-18,6,21,-7,2,-7,-20,22
Cc1ccc(C(=O)CSc2nnc(-c3ccco3)n2Cc2ccccc2)cc1,9,-10,17,-20,-15,-11,-7,23
CC(C)CN1CCC(=O)N(CCC#N)CC1,-13,-7,6,1,0,5,-6,6
CCN(CC)C(=O)c1sc2nc(-c3ccccn3)[nH]c(=O)c2c1C,1,-37,18,-4,-14,-26,-10,-8
COc1ccc(-c2csc(-n3cccn3)n2)cc1,10,-73,-1,-145,-152,-4,72*,11
OCCC1CN(Cc2c(F)cccc2Cl)CCN1C1CCCCC1 (centres undefined),-3,-27,0,2,-1,2,-2,-16
COc1cc(NC(=O)CCc2nnc3ccc(N4CCOCC4)nn23)cc(OC)c1OC,-2,-14,3,-3,11,-12,-13,-8
C=CCOc1ccc2ccccc2c1/C=N/O,3,18,-3,16,6,0,-12,6
Cc1nc2nc(C)c(CCC(=O)O)c(C)n2n1,-10,0,-13,0,10,0,-6,-22
COc1ccc(C(=O)OCCNC(=O)c2ccncc2)cc1OC,-7,-7,-2,0,-6,1,-2,-10
COc1ccc(OC)c(NC(=O)COC(=O)c2n[nH]c3ccccc23)c1,-1,-5,-5,12,-7,18,4,-4
Oc1c(C(c2ccccc2Cl)N2CCCC2)ccc2cccnc12 (centres undefined),51*,74*,43,11,-7,10,1,6
O=C(CN1C(=O)C2CC=CCC2C1=O)N1CCN(S(=O)(=O)c2ccccc2)CC1 (centres undefined),6,-3,0,10,7,14,-3,-6
COc1cccc2[nH]c3c(N4CCC5(CC4)OCCO5)ncnc3c12,-7,4,14,5,18,8,3,-13
CCCCN(C(=O)/C=C/c1ccco1)c1c(N)n(Cc2ccccc2)c(=O)[nH]c1=O,-2,39,2,0,20,-3,6,-6
CCOC(CNC(=O)c1cccn2c(=O)c3c(C)c(C)sc3nc12)OCC,1,7,14,-25,-10,-2,2,30
COC(=O)[C@@H](Cc1ccccc1)NC(=O)[C@H]1CCC(=O)N1C(=O)OCc1ccccc1,2,-5,1,-6,6,6,3,9
CC1CCCCN1C(=O)CSc1nnc(-c2cccnc2)n1C1CCCCC1 (centres undefined),8,1,-2,9,19,1,0,-11
Cc1cc(C)n(C2=NS(=O)(=O)c3ccccc32)n1,-13,4,8,-5,10,2,0,5
COc1ccccc1N1CCN(C(=O)Cn2c(=O)oc3cc(S(=O)(=O)N4CCCC4)ccc32)CC1,2,13,8,-2,8,-11,-9,-3
CCOc1ccc(-c2cc(CCCC(=O)NCc3ccc(C)cc3)no2)cc1,13,11,10,-7,48*,-1,-3,9
CC1(C)Cc2nc3sc(C(=O)NCCCO)c(N)c3cc2CS1,-5,-5,-6,-7,25,-6,-1,2
CN(C)CCCOc1cccc(Cl)c1,-24,-4,5,14,12,6,3,-9
COc1ccc2nc(SCC(=O)Nc3ccccc3OC)[nH]c2c1,-11,15,16,6,8,11,-1,2
CN(C)CCN1C(=O)c2oc3ccc(Cl)cc3c(=O)c2C1c1cccc(Br)c1 (centres undefined),3,3,8,-12,-7,17,-4,8
Nc1nc(NC(=O)c2ccc(Cl)cc2)nn1-c1ccccc1,3,0,-11,-3,3,-9,-1,7
COc1ccc(CCNC(=O)CN(C2CCCCC2)S(C)(=O)=O)cc1OC,-3,-2,-1,-28,-44,-2,8,-21
CCn1nc(C)c(CNC(=O)C2CCC(=O)N(Cc3cccc(F)c3)C2)c1C (centres undefined),-4,1,13,10,23,-2,-9,-12
Cc1ccc(-c2ccnc3nc(-n4cccc4)nn23)o1,4,5,15,10,24,-3,6,10
N#Cc1cccc(NC(=O)Cc2ccccc2)c1,-6,-25,12,-22,2,-3,3,-2
CCOC(=O)/C(C#N)=C/c1cc2cc(C)c(C)cc2nc1Cl,-9,-6,-9,1,8,6,-4,-6
CC(=O)Nc1ccc2nc(C3CC3)n(Cc3ccc(Cl)cc3)c(=O)c2c1,4,-84,18,-67,-83,-3,17,5
CC(=O)N1CCN(C(=O)C2CCN(S(=O)(=O)c3ccccc3C(F)(F)F)CC2)CC1,-8,6,8,2,4,3,-2,-3
COC(=O)c1ccc(CNC(=O)COC(=O)C23CC4CC(CC(C4)C2)C3)cc1,-1,-3,10,11,-1,21,-5,7
CCOC(=O)CN1C(=O)S/C(=C/c2cc(C)n(C)c2C)C1=O,3,-34,20,-28,-65,-10,4,4
CC(C)=CCC/C(C)=C/Cc1c(O)ccc(C(=O)/C=C/c2ccc(O)cc2)c1O,43*,3,28,15,-10,1,20,-2
CCOC(=O)c1c(S(=O)(=O)NCC(=O)Nc2ccccc2OC)c(C)n(C)c1C,-2,6,-2,1,3,6,-9,-6
O=C(Nc1ccc(S(=O)(=O)Nc2ncccn2)cc1)c1cccc(Br)c1,-7,16,-2,6,-12,0,13,-9
O=C(Nc1ccccc1Br)c1ccc(N2CCCC2=O)cc1,-2,-93,2,-67,-39,-1,-6,1
O=S(=O)(c1c(F)cccc1F)N1CCN(C(=S)NCc2ccc3c(c2)OCO3)CC1,1,6,8,-1,-8,0,5,6
CCCC(C(=O)Nc1cccc(S(=O)(=O)N2CCCC2)c1)c1ccccc1 (centres undefined),6,5,17,-3,7,-3,14,13
C=CCN1C(=O)C(O)(CC(=O)c2c(C)n[nH]c2C)c2cc(Br)ccc21 (centres undefined),-2,0,11,-1,-13,-4,8,1
CCOc1ccccc1NC(=O)C1CCCN(c2c(CC)c(C)nc3ncnn23)C1 (centres undefined),-4,.,16,6,-6,2,4,1
COc1ccc(CCNC(=O)c2c(-c3ccccc3)noc2C)cc1OC,-6,1,-1,4,-8,-4,-3,-31
CC1CCC2(CC1)NC(=O)N(CC(=O)Nc1cccc(S(=O)(=O)N3CCOCC3)c1)C2=O (centres undefined),-5,-1,9,1,7,-8,-3,-8
Cc1ccc(C)c(NC(=O)CN(C)C(=O)C2COc3ccccc3O2)c1 (centres undefined),3,.,11,-1,-13,-26,-4,2
Cc1ccc(S(=O)(=O)Nc2ccc(-c3ccc4nncn4n3)cc2)cc1,-8,-20,2,20,17,0,1,8
CCc1cc(C(=O)N2CCCc3ccccc32)sc1C,5,7,12,-3,-9,-4,-17,2
O=C(CCSCCc1ccccn1)Nc1ccc(Br)cc1F,29,-5,11,6,0,-10,-14,12
C#CC(=O)N(c1ccc(OC)c(OC)c1)C(C(=O)NC1CCCC1)c1cccs1 (centres undefined),38,70*,9,100*,101*,-4,-10,-4
Cc1ccc(C)c(Nc2ncccc2C(=O)NCc2cccs2)c1,12,2,3,3,8,20,-7,3
O=C(Nc1cccnc1)c1ccc(Oc2ccccc2)cc1,-8,-9,8,-113,6,5,78*,8
CC(=O)OCC(OC(C)=O)C(OC(C)=O)C(OC(C)=O)C(=O)Nc1ccc(C)cc1 (centres undefined),-19,-6,-2,-4,3,12,1,0
O=C(NCCN1CCOCC1)c1c(Cl)cccc1Cl,8,-10,5,-5,-8,-4,6,-4
OCCN(Cc1ccccc1)Cc1ccccc1Cl,4,5,1,-10,11,13,-5,-7

# Some of these compounds in order of the Jurkat NFkB inh value, descending:
molecule	Jurkat NFkB inh
Cc1ccc(S(=O)(=O)Nc2ccc(-c3ccc4nncn4n3)cc2)cc1	20
O=C(CCSCCc1ccccn1)Nc1ccc(Br)cc1F	6
CC1CCC2(CC1)NC(=O)N(CC(=O)Nc1cccc(S(=O)(=O)N3CCOCC3)c1)C2=O (centres undefined)	1
CCc1cc(C(=O)N2CCCc3ccccc32)sc1C	-3
CC(=O)OCC(OC(C)=O)C(OC(C)=O)C(OC(C)=O)C(=O)Nc1ccc(C)cc1 (centres undefined)	-4
O=C(NCCN1CCOCC1)c1c(Cl)cccc1Cl	-5

# More structures
SMILES,EBI2 block,Gli-Sufu block,CCR6 antagonist,Jurkat NFkB inh,697 NFkB inh,UBC13 polyUb,SENP8 block,Apaf-1 inh
COc1ccc(N(CC(=O)N2CCOCC2)S(=O)(=O)c2ccccc2)cc1Cl,-4,15,-5,1,-12,1,2,4
Cc1ccc(-c2cc(C(=O)Nc3cccc(S(=O)(=O)N(C)C)c3)c3ccccc3n2)o1,-2,30,20,2,15,0,1,18
O=C(NC(=S)NCc1ccccc1)c1ccccc1F,2,-9,14,-10,-14,-5,2,18
Cc1ccc(Nc2nc(-c3sc(C)nc3C)cs2)cc1,40,-28,-22,28,-85,1,-16,16
COc1ccc(NC(=O)CNC(=O)Cn2ccc3ccccc3c2=O)c(OC)c1,4,-1,15,10,-1,0,5,0
Cc1cc(Cl)ccc1OCC(=O)NCCOc1nc(N2CCOCC2)nc(N2CCOCC2)n1,-3,-9,11,-14,-46,-9,0,10
COc1ccc(-n2nc(C(=O)NCC(=O)NCCCN3CC(C)CC(C)C3)c3ccccc3c2=O)cc1Cl (centres undefined),0,4,40,8,18,5,-2,8
CCOc1cc2[nH]c(=S)n(Cc3ccc(C(=O)NCCN(CC)CC)cc3)c(=O)c2cc1OCC,-3,10,10,-1,1,25,9,15
COc1ccc(NC(=O)CC2C(=O)N(c3ccc(OC)cc3)C(=O)N2Cc2ccc(OC)c(OC)c2)cc1 (centres undefined),6,3,-4,-2,-3,3,10,-6
C#CCOCCOCCOCCNc1nc(N2CCN(C(=O)CCCCCCCCCCNC(=O)[C@H](CO)n3cc(CCCSC)nn3)CC2)nc(N2CCN(C(=O)CCCCCCCCCCNC(=O)[C@@H]([C@H](C)O)n3cc(C)nn3)CC2)n1,.,.,.,9,-24,11,14,32
CC(C)C(OC(=O)c1nsc(Cl)c1Cl)C(=O)NCC1CCCO1 (centres undefined),-1,-4,4,6,7,6,4,1
COc1cccc2cc(C(N)=O)/c(=N\NC(=O)c3ccccc3)oc12,-5,61*,4,-18,-80,-7,10,5

# Looked up by compound from the entries so far:
SMILES,EBI2 block,Gli-Sufu block,CCR6 antagonist,Jurkat NFkB inh,697 NFkB inh,UBC13 polyUb,SENP8 block,Apaf-1 inh
C#CC(=O)N(c1ccc(OC)c(OC)c1)C(C(=O)NC1CCCC1)c1cccs1 (centres undefined),38,70*,9,100*,101*,-4,-10,-4
COc1ccc(OC)c(NC(=O)COC(=O)c2n[nH]c3ccccc23)c1,-1,-5,-5,12,-7,18,4,-4

# The listing continues:
SMILES,EBI2 block,Gli-Sufu block,CCR6 antagonist,Jurkat NFkB inh,697 NFkB inh,UBC13 polyUb,SENP8 block,Apaf-1 inh
NS(=O)(=O)c1ccc(CNc2ccc3ccccc3n2)cc1,11,3,4,-35,-38,9,5,-2
CN(CC(=O)Nc1ccc2c(c1)OCO2)S(=O)(=O)c1ccc(F)cc1,3,-23,4,12,6,2,10,1
CNc1nc(CCN2C(=O)c3ccccc3C2=O)cs1,0,4,-2,-19,-7,12,2,-2
Cc1c(CCC(C)C)c(-n2ccnc2C)n2c(nc3ccccc32)c1C#N,9,5,1,-13,-5,16,2,-3
Cc1cccn2c(=O)c3cc(S(=O)(=O)c4ccccc4)c(=N)n(Cc4ccco4)c3nc12,1,-8,5,1,-15,5,-9,13
COc1ccc(-n2nnnc2SCC(=O)N2CCCC2)cc1OC,2,-3,12,-1,-28,-6,-5,1
FC(F)(F)c1cc(CCN2CCNC[C@@H]2Cc2ccccc2)cc(C(F)(F)F)c1,-13,31,-10,-3,-8,64*,-17,57*
CC(=O)Nc1ccc(-c2cn3ccsc3n2)cc1,-3,-68,-3,-65,-84,-4,-15,3
CCOc1ccccc1CN1CCN(S(=O)(=O)CC)CC1,-4,4,6,10,-25,-4,0,0
O=C(OCC(=O)N1CCN(C(=O)c2ccco2)CC1)c1ccccc1C(=O)c1ccc(Cl)cc1,7,-4,12,4,4,4,0,-2
